Compound activity deposited in PubChem BioAssay by National Center for Advancing Translational Sciences (NCATS).
PI5P4Ka inh: PI5P4K alpha (human) kinase inhibition; max response, %; hit rate 1.2% among 330,000; PI5P4Kalpha enzyme, ADP-Glo luminescence, 60 min; active compounds read low; active = max response of -50% or lower; inconclusive = between -30% and -50%; inactive = -30% or higher; also: value at the top dose of about 77 µM; % is scaled to controls: 0 for no effect and ±100 for the full control effect
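Human PI5P4Kalpha with substrate in 0.038 M HEPES pH 7.4, 0.28 mM EGTA, 0.1% CHAPS, 5% DMSO; reaction started with 5 microM ATP (final), 60 min at room temperature. ADP formed read by ADP-Glo luminescence.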
FUS suppressor: FUS proteinopathy suppression in yeast; S. cerevisiae FUS-expressing, growth rescue, OD600, 24 h; Potency, µM (top dose mostly 76.6 µM), inactives show top-dose growth rescue (activation), actives largely listed as activators; hit rate 0.24% among 390,000;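 also: potency is read from the fitted curve at half-maximal effect; plate controls were DMSO vehicle for no effect and reference control for full effect; nearly all actives have a fitted effect of over 55% in size; some results filed as inactive show a strong effect at the top dose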
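Cultures pregrown in 2.5% raffinose medium are shifted to minimal medium containing 2% galactose to express toxic FUS. Compounds are tested at several concentrations. After 24hr at 30C, growth is quantified at 600 nm absorbance.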
WRN inhibitor: WRN helicase (human) inhibition | Q14191 | WRN helicase unwinding, fluorescent forked duplex, kinetic | Potency, µM (doses to about 114 µM), for inactives: at the top dose activity change, negative = inhibition, usual class: inhibitors | hit rate 0.46% among 360,000; also: potency is read from the fitted curve at half-maximal effect; % is scaled to controls: 0 for no effect and ±100 for the full control effect; nearly all actives have a fitted effect of over 55% in size
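Kinetic fluorescence helicase assay: unwinding of a quenched forked DNA duplex (100 nM final) with 2 mM ATP final raises red fluorescence (525/598 nm). Compounds sat 15 min at room temperature with 20 nM WRN beforehand.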
EPAC1 agonist: EPAC1 (human) agonism; O95398; EPAC1 agonist qHTS, biochemical assay; response scale: 100% = response to 6.5 mM cAMP; Potency, µM (highest dose often 154 µM), inactives show at the highest dose activation, actives largely listed as activators; hit rate 0.073% among 360,000; AID 720707; also: potency is read from the fitted curve at half-maximal effect; nearly all actives have a fitted effect of over 60% in size
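Nucleotide exchange assay: 100 nM EPAC1 with 250 nM Rap1B loaded with BODIPY-GDP and 50 uM GDP, room temperature. Fluorescence (480/540 nm) read every 5 min for 30 min; signal change normalized to 6.5 mM cAMP as full agonist.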
Abeta rescue: compounds reversing amyloid beta toxicity in yeast; yeast expressing A-beta42, growth rescue, OD600, 48 h; response scale: 0% DMSO, 100% iron-clioquinol control; Potency, µM (top dose mostly 46.1 µM), for inactives: at the top dose growth rescue, usual class: activators; hit rate 0.063% among 410,000; also: potency is read from the fitted curve at half-maximal effect; nearly all actives have a fitted effect of over 55% in size
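Growth rescue measured by 600 nm absorbance after 48 h yeast culture at 30 C with compound. Values normalized between DMSO and an equimolar ferric chloride plus clioquinol control.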
PLK1 PBD block: inhibitors of human PLK1 polo-box domain binding | P53350 | Plk1 PBD binding of FITC phosphopeptide, fluorescence polarization | Potency, µM, without a hit: max response, negative = inhibition, most hits filed as inhibitors | hit rate 2.8% among 360,000; also: potency is read from the fitted curve at half-maximal effect; series mostly up to about 57 µM; % is scaled to controls: 0 for no effect and ±100 for the full control effect; nearly all actives have a fitted effect of over 65% in size
IL-2 act: activates IL-2 in a cell-based reporter assay | AID 652025 | IL-2 activation reporter assay, cell-based qHTS; stimulated with anti-CD3/CD4/CD28 beads; in transgenic mouse T cells | hit rate 0.065% among 360,000 | activation, % (series mostly up to about 46 µM); in the data active = activation above about 50%; inconclusive = mostly about 30% to 49%; also: 0% is about no effect
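Unstimulated transgenic mouse T cells; 60-min compound exposure; bead-based TCR/CD4/CD28 stimulation; 18 h culture, 37 degrees C; dual fluorescence (EGFP, DsRed) plate cytometry.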
EPAC1 antag: blocks human EPAC1 exchange factor | O95398 | EPAC1 GEF assay, Rap1b-BODIPY-GDP exchange fluorescence | Potency, µM (top dose mostly 115 µM), for the others: at the highest dose activity change, negative = inhibition, actives largely listed as inhibitors | hit rate 0.14% among 360,000 | AID 720709;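 also: potency is read from the fitted curve at half-maximal effect; plate controls were vehicle for no effect and positive control for full effect; nearly all actives have a fitted effect of over 50% in size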
Numbers without * were called inactive; ? = inconclusive; · = not tested or not shown; [ ] = remark or other dose. Unless noted, calls follow the shape of the dose curve; as a rule, active = well fitted curve in the direction sought with a large enough effect; inconclusive = small, poorly fitted or top-dose-only effect, or another doubt; inactive = no such curve, though single readings can be large; an effect the other way counts as inactive or inconclusive.

Structure	IL-2 act	WRN inhibitor	EPAC1 antag	PI5P4Ka inh	FUS suppressor	Abeta rescue	EPAC1 agonist	PLK1 PBD block
COc1ccc(N=c2cc(-c3ccc(O)cc3)oc3ccccc23)cc1	-0.1	-9%[57.1 µM]	3%	3	13%	7%	13%	7%
CCOc1ccc(/C=C/C(O)=C2/C(=O)N(C)C3(C)CC2c2ccccc2O3)cc1OC (centres undefined)	-5.5	-6%	-4%	23	18%	1%	8%	3%
O=C(Cc1cccc(NC(=O)C2CCCN(C(=O)C3CCCC3)C2)c1)Nc1ccc(C(=O)N2CCCCC2)cc1 (centres undefined)	0.0	0%	-23%	-3	28%	2%	11%	-4%
CC(C)CN1C(=O)C(=O)N(CC(=O)N2CCN(c3ccccc3)CC2)C1=O	-0.9	6%	10%	2	7%	8%	1%	0%
CCCCNC(=O)c1ccccc1NC(=O)C1=C(C)OCCS1	1.5	1%[57.1 µM]	-10%	-2	4%	-5%	3%	-11%
CC(C)CC(CO)NS(=O)(=O)c1cccc(Cl)c1F (centres undefined)	-0.2	-1%	7%	-3	-7%	5%	10%	-3%
Cc1ccc(S(=O)(=O)CC(=O)Nc2ccc3nc(C)sc3c2)cc1	-2.8	3%	-4%	-2	-2%	-15%	-4%	-7%
Nc1nc(SCC(=O)N2CCCC2)[nH]c(=O)c1NC(=O)c1ccco1	-1.7	2%	4%	2	-22%	3%	-3%	5%
CC1=NN2C(=N)/C(=C\c3cc(C)n(Cc4ccccc4)c3C)C(=O)N=C2S1	-2.0	-18%	-6%	-10	33%	12%	-22%	-11%
CCN(CC)S(=O)(=O)c1ccc(C)c(NC(=O)COC(=O)CN2C(=O)NC(C)(C)C2=O)c1	-1.4	10%	13%	-3	8%	-21%	1%	-3%
CCOc1ccc(S(=O)(=O)N2CCC(C(=O)NCC(=O)Nc3cccc(Cl)c3C)CC2)cc1	-0.1	5%	-18%	3	39%	-5%	0%	3%
Nc1nc(N)c(N=Nc2ccc(Cl)cc2)c(=O)[nH]1	1.5	-8%[11.6 µM]	-3%	-77*	3%	-22%	-4%	-10%
COC(=O)c1ccc(C)c(NC(=O)c2nn(C)c(=O)c3ccccc23)c1	0.0	-7%	8%	·	14%	6%	2%	0%
Cc1cccc(OCCCC(=O)Nc2ccc(S(N)(=O)=O)cc2)c1	-0.4	-30%	?	1	26%	-8%	-10%	-11%
CN(C)Cc1nc2ccccc2c(=O)n1CC(=O)Nc1cccc(S(=O)(=O)N2CCOCC2)c1	1.8	-6%	?	8	-5%	10%	-4%	-12%
CC(=O)c1cccc(NC(=O)C(C)OC(=O)c2ccc3ncsc3c2)c1 (centres undefined)	-0.4	-8%	-11%	6	1%	-17%	3%	-15%
CCOC(=O)COc1cc2c(C(=O)OCC)c(C)oc2cc1Br	-1.9	7%	7%	·	6%	17%	5%	2%
Cc1ccc(-c2csc(NNC(=O)c3ccccc3)n2)cc1	-0.2	-20%	?	2	7%	22%	-3%	-15%
O=C1C(Cl)=C(Nc2ccc(F)cc2)C(=O)N1CCc1ccccc1	-2.9	-4%	3%	0	21%	2%	1%	-4%
CCOc1ccccc1NC(=O)C(C)CC (centres undefined)	-0.2	5%	-3%	-3	-3%	8%	7%	-4%
O=C(COc1ccccc1)NNC1=NS(=O)(=O)c2ccccc21	1.9	2%	-8%	3	15%	-4%	-3%	-7%
COc1ccc(C(=O)COC(=O)c2cncc(Br)c2)cc1	0.5	-7%	-16%	4	-6%	-6%	-5%	1%
CCN(Cc1ccc(OC)c(F)c1)C(=O)c1oc2ccccc2c1COC	0.4	-8%	-11%	-1	?	1%	4%	1%
COc1ccc(CCNC(=O)C2CCN(S(=O)(=O)c3ccc(OC)cc3)CC2)cc1	1.2	-2%	8%	-3	-1%	-2%	6%	0%
CC(C)C[C@H]1CN=C(Nc2ccccc2)N1CC1CCCCCC1	-0.4	-1%	-6%	-8	-16%	8%	1%	-9%
Cc1ccccc1CNC(=O)C(=O)NCC1CCCN1S(=O)(=O)c1ccccc1 (centres undefined)	-0.5	-10%	-3%	-6	25%	20%	-10%	-17%
CCOC(=O)C1=C(C)NC(C)=C(C(=O)OCC)C1C(=O)OCC(=O)NCc1ccccc1	-0.8	-2%	-2%	-8	24%	2%	-5%	4%
CCC(C)NC(=O)CC(c1ccc(OC)cc1)n1cccc1 (centres undefined)	0.2	2%	2%	-2	-4%	4%	-1%	1%
CCOc1ccccc1C(=O)N1c2ccccc2Sc2ccccc21	1.1	-1%	-4%	-5	17%	-13%	?	-7%
Cc1ccc(/C=C(\C#N)C(=O)NCc2ccco2)o1	1.8	5%	-4%	3	-6%	2%	-3%	2%
O=C(CCCc1ccccc1)Nc1ccnn1C1CCN(Cc2ccc(Cl)cc2)CC1	1.0	1%	-1%	-4	1%	·	-8%	-3%
COc1ccc(-c2nn(-c3ccccc3)cc2/C=C(/C#N)C(N)=O)cc1[N+](=O)[O-]	0.1	0%	-4%	4	·	-2%	2%	-8%
COc1ccc(C2(CNC(=O)C(=O)Nc3ccc(C)cc3)CCOCC2)cc1	-0.7	3%[57.1 µM]	-23%	-13	1%	7%	2%	24µM*
COc1ccc(CCNC(=O)c2c(O)c3ccccc3[nH]c2=O)cc1	0.3	2%	8%	1	-29%	-14%	-7%	-7%
COc1ccc(C(=O)Nc2ccc(NC(=O)c3ccco3)cc2)cc1	-0.3	2%[57.1 µM]	-12%	2	-32%	-26%	3%	-10%
CCOC(=O)c1ccc(NC(=O)C2(c3ccc(Cl)cc3)CCCC2)cc1	0.3	-2%	-8%	6	0%	2%	6%	-5%
O=C(Nc1c2n(c(=S)n(-c3ccccc3)c1=O)CCCCC2)c1ccccc1	-0.3	13%	-2%	-5	15%	25%	-4%	-2%
COc1ccc(OC)c(Nc2nc(=O)c3cccnc3s2)c1	0.4	0%	?	-89*	19%	?	9%	6.7µM*
C=C1CCN([C@H](C(=O)NCc2ccccc2)C(C)C)S(=O)(=O)c2ccccc21	1.2	-3%	-8%	-2	-28%	3%	-4%	-12%
Cc1nnsc1C(=O)N1CCCC(C)(C(=O)NS(=O)(=O)C2CC2)C1 (centres undefined)	0.7	4%	11%	4	-11%	-19%	13%	-2%
NC(=O)C1CC=CCC1C(=O)OCC(Cl)=C(Cl)Cl (centres undefined)	3.3	6%	11%	·	15%	3%	0%	-4%
COc1cccc(C(CC(=O)NCc2ccco2)NS(=O)(=O)c2ccc(C)cc2)c1OC (centres undefined)	0.3	1%	5%	8	-4%	23%	-1%	-3%
NC(=O)CC(NC(=O)Cc1cccc2ccccc12)c1ccc(NCCc2ccccc2F)c([N+](=O)[O-])c1 (centres undefined)	0.3	3%	-7%	0	-19%	-5%	-10%	7%
CC1(C)Cc2c(sc3nnn(Cc4ccccc4)c(=O)c23)CO1	2.8	-31%[57.1 µM]	-20%	5	0%	3%	6%	?
Clc1cccc(Cl)c1C1Nc2cccc3cccc(c23)N1	1.2	-10%[57.1 µM]	?	-1	61%	-34%[inhibitor]	7%	-7%
Cc1ccc(C(=O)Nc2ccccc2C(=O)O)cc1S(=O)(=O)NC1CCCCC1	-2.5	-2%	6%	-12	15%	-8%	-5%	-22%
CCOC(=O)c1ccccc1NC(=S)N1CCC(C)CC1	-0.2	3%	-19%	-3	7%	21%	5%	-8%
COc1ccc(S(=O)(=O)N2CCSCC2)cc1C(N)=O	-1.4	-3%	12%	-2	-18%	-13%	5%	-2%
COC(=O)c1c(C)n(-c2ccccc2)c2ccc(O)cc12	-3.0	-2%	4%	·	10%	2%	5%	1%
COc1cc(C(=O)NCC2CCCO2)ccc1OCc1ccccc1Cl (centres undefined)	-0.8	-3%	-17%	1	·	-2%	-7%	0%
O=C(COC(=O)c1ccc(Br)o1)Nc1cccc(S(=O)(=O)N2CCCCC2)c1	-0.6	-3%	-7%	3	37%	9%	-2%	0%
COc1ccc(C(N)CCc2ccc(C)o2)cc1 (centres undefined)	0.2	5%	-2%	-16	18%	12%	7%	-10%
COc1cc(C2c3sc(=O)[nH]c3SC3C(=O)N(c4ccc(C)cc4)C(=O)C32)ccc1O (centres undefined)	-0.6	-11%	0%	-13	18%	9%	1%	-11%
CC[C@H](C)NC(=O)CCCCCn1c(=S)[nH]c2c([nH]c3ccc(OC)cc32)c1=O	0.0	-8%	0%	3	-8%	-3%	4%	-5%
O=C(c1ccc(COc2ccc3ccccc3c2)o1)N1N=C(C(F)F)CC1(O)C(F)F (centres undefined)	-0.7	-21%	-6%	25	·	15%	-6%	0%
COc1cccc(NC(=O)c2cc(-c3ccco3)nc3ccccc23)c1	-0.6	-5%[11.6 µM]	-4%	-27	43%	-19%	-2%	-37%
CCCCOc1ccc(C(=O)Nc2ccc(N3CCN(C(=O)C(C)C)CC3)cc2)cc1	-0.3	1%	0%	5	38%	8%	-8%	-6%
Cc1ccccc1NC(=S)/C(=C(\[O-])c1cc(C)n(Cc2ccccc2Cl)c1C)[n+]1ccccc1	-0.3	-3%	-17%	-12	?	1%	-5%	?

Compounds as they come; about 4.1% have a hit in one of these screens.
